Screening results deposited in PubChem by several laboratories.
NCOA1 inh: SRC1 coactivator transcriptional activity inhibitors, primary screen, cell-based, luminescence; Nuclear receptor coactivator 1 (Homo sapiens), Q15788; HEK293 GAL4-SRC1 luciferase reporter; inhibition, % at 3.6 µM; hit rate 0.12% among 360,000;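 active means inhibition above the campaign mean plus 3 SD, with each screening campaign given its own cutoff, cut at about 60% in these data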;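 further: 0% = DMSO treated cells and 100% = gossypol at 36 µM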
TLR9-MyD88 inh: inhibitors of TLR9-MyD88 association in cells, primary screen, cell-based, CHO, BLA complementation, fluorescence. CCF4 FRET ratio. inhibition, % at 4.98 µM. hit rate 0.21% among 340,000. AID 504734, 2011;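 active means inhibition above the mean over all tested compounds plus 3 SD, cut at about 21% in these data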;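 further: 0% = DMSO only wells and 100% = clavulanate BLA inhibitor control wells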
NR2F2 inh: NR2F2 transcriptional activity inhibitors, primary screen, cell-based, luciferase reporter, HEK293T, luminescence; COUP transcription factor 2 (Homo sapiens), P24468; HEK293T NGFI-A luciferase reporter; inhibition, % at 8.6 µM; hit rate 0.7% among 370,000;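 active means inhibition above a per-plate cutoff, mean inhibition of test wells between control levels plus 3 SD, cut at about 38% in these data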;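 further: cells cotransfected with COUP-TFII expression vector driving the NGFI-A reporter; 0% = median of COUP-TF2 test wells and 100% = reporter-only cells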
ABHD5 PLIN5 PPI: ABHD5-PLIN5 interaction inhibitors, primary screen, cell lysate, split luciferase complementation, luminescence. inhibition, % at 4 µM. hit rate 0.78% among 360,000. Split G. princeps luciferase complementation, 4 h;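 active means inhibition above the mean inhibition across every tested compound plus 3 SD, cut at about 22% in these data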;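 further: 0% = DMSO only wells and the 100% control is not disclosed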
SRC3 inh: SRC3 coactivator transcriptional activity inhibitors, primary screen, cell-based, luminescence; Nuclear receptor coactivator 3 (Homo sapiens), Q9Y6Q9; HEK293 GAL4-SRC3 luciferase reporter; inhibition, % at 3.6 µM; hit rate 0.17% among 360,000; AID 588352, 2011;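 active means inhibition above a per-campaign cutoff, the mean of all compounds plus 3 SD, cut at about 60% in these data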;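 further: 0% = DMSO-treated cells and 100% = gossypol-treated cells at 36 µM; higher means less SRC3-driven luciferase light from the GAL4 reporter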
MC4R barr agon: MC4R agonists recruiting beta-arrestin, primary screen, cell-based, luminescence, agonist arm of biased-ligand search | Melanocortin receptor 4 (Homo sapiens), P32245 | U2OS MC4R beta-arrestin complementation; percent of melanotan II response, DMSO zero | activation, % at 8.9 µM | hit rate 0.98% among 360,000;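 active means activation above a per-plate cutoff, the mean activation of sample wells on that plate plus 3 SD, cut at about 8% in these data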
Target sequence (P32245 whole entry, looked up): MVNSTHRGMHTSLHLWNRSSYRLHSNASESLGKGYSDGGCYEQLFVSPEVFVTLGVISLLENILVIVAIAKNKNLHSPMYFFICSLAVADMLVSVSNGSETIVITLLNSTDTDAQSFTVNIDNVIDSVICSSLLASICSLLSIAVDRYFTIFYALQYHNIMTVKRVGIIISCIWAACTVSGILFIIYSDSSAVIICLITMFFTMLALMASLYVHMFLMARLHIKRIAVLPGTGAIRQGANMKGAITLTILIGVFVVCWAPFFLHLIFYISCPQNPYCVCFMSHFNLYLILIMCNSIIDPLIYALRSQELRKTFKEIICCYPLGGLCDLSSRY
NOD2-RIPK2 inh: NOD2-RIPK2 binding disruptors in cells, primary screen, fluorescence, CHO cells, BLA complementation; Receptor-interacting serine/threonine-protein kinase 2 (Homo sapiens), O43353; CCF4 ratio; inhibition, % at 4.98 µM; hit rate 0.38% among 360,000; AID 624267, 2012; in the data active means inhibition above about 21%;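 further: 0% = vehicle only and 100% = reference blocker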
Target sequence (O43353 whole entry, looked up): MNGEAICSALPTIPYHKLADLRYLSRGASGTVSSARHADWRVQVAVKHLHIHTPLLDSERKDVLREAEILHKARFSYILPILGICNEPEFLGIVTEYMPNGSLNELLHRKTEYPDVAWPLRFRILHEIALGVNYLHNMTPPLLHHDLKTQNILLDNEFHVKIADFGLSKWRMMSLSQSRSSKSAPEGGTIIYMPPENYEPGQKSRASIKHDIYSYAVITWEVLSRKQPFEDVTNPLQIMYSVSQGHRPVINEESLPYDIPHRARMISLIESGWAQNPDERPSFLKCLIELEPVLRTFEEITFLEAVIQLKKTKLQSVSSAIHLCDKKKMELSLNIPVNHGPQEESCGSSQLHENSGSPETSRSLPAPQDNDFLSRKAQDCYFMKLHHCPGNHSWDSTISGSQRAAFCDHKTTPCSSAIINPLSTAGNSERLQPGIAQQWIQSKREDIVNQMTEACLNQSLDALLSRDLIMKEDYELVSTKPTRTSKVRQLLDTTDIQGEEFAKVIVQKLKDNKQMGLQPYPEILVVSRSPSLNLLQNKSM
SRC2 inh: inhibition of GAL4-SRC2 driven luciferase reporter, primary screen, SRC2 inhibitor project, cell-based, luminescence. Nuclear receptor coactivator 2 (Homo sapiens), Q15596. HEK293 GAL4-SRC2 luciferase reporter. inhibition, % at 9 µM. hit rate 0.17% among 370,000;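 active means inhibition above the mean inhibition of all tested compounds plus 3 SD, set per campaign, cut at about 52% in these data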;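 further: 0% = DMSO treated cells and 100% = cells given Gossypol at 36 µM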
LMP1 NFkB inh: EBV LMP1-driven NF-kappaB luciferase reporter inhibitors, primary screen, cell-based, luminescence, single point. hit rate 0.69% among 350,000. inhibition, % at 12.5 µM. AID 504558, 2011. LMP1-induced NF-kappaB luciferase reporter cells; in the data active means inhibition above about 41%;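 further: 0% = neutral control wells and 100% = reference inhibitor control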
MC4R antag cAMP: MC4R antagonists of cAMP signaling, primary screen, cell-based, TR-FRET, antagonist arm of biased-ligand search | Melanocortin receptor 4 (Homo sapiens), P32245 | MC4R-expressing cells, MTII-stimulated cAMP, LANCE TR-FRET | inhibition, % at 6.5 µM | hit rate 0.48% among 360,000;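 active means inhibition above its plate's cutoff, the mean of tested wells on that plate plus 3 SD, cut at about 29% in these data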;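 further: 0% = Melanotan II alone and 100% = Melanotan II plus saturating MCL0020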
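system = U2OS cells with stable human MC4R expression | also added = Melanotan II challenge after compound preincubation | dosing = one concentration, 6.5 µM nominal | incubation = compound 30 min, challenge 1 h, detection 1 h | measured by = TR-FRET with Eu-cAMP and labeled anti-cAMP, 671 nm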
LRH-1 inv ag: LRH-1 (NR5A2) inverse agonists, primary screen, cell-based, luminescence, HEK293T, StAR-luciferase reporter; hit rate 0.13% among 360,000; inhibition, % at 3.6 µM; Nuclear receptor subfamily 5 group A member 2 (Homo sapiens), O00482; LRH-1 transfected, 24 h;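 active means inhibition above the mean inhibition of all tested compounds plus 3 SD, cut at about 73% in these data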;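 further: 0% = DMSO wells and 100% = reporter-only cells lacking LRH-1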
Numbers without * were called inactive; . = not tested or not shown. The list is partial (hit frequency here may not be typical).

SMILES | NCOA1 inh | TLR9-MyD88 inh | NR2F2 inh | ABHD5 PLIN5 PPI | SRC3 inh | MC4R barr agon | NOD2-RIPK2 inh | SRC2 inh | LMP1 NFkB inh | MC4R antag cAMP | LRH-1 inv ag
C=CC[N@@+]12CC[C@]34c5ccccc5N5/C=C6\C7N(/C=C(\C53)[C@@H](C[C@@H]41)/C(=C/CO)C2)c1ccccc1[C@@]71CC[N@@+]2(CC=C)C/C(=C\CO)[C@@H]6C[C@@H]12 (stereo partly specified) | -14 | 6 | 1 | 6 | 8 | 0.1 | -11 | 9 | -1 | -4 | 1
CCOC(=O)c1ccc(N(CC(=O)NC2CCCCC2)C(=O)CNC(=O)c2ccco2)cc1 | -41 | -13 | -7 | -8 | 3 | -0.1 | -2 | 1 | 4 | 1 | -2
Cc1ccc(Nc2nc(COC(=O)C3CC3)cs2)cc1 | -77 | -6 | -31 | -4 | -69 | -1.2 | 4 | -41 | -17 | -4 | -90
COc1ccccc1C1CC(c2ccc(Cl)cc2Cl)Nc2nc(N)nn21 (stereo unspecified) | -5 | 8 | 8 | 0 | 2 | 0.1 | 2 | -10 | -4 | 21 | 21
O=C(c1c(F)cccc1F)N1CCCC(c2nc(-c3ccc(F)cc3)no2)C1 (stereo unspecified) | -62 | 10 | -21 | 0 | -25 | 0.6 | 1 | -1 | 16 | -1 | -16
N#CC1=CC2CN(Cc3ccccc3)C1C1C(=O)N(c3ccccc3)C(=O)C21 (stereo unspecified) | -14 | -6 | -14 | 3 | -7 | -1.6 | -11 | 26 | 0 | 10 | 4
O=C(COc1coc(CN2CCc3ccccc3C2)cc1=O)Nc1ccccc1F | 1 | -6 | 1 | 12 | -27 | 4.6 | -9 | 7 | -3 | 2 | 12
N#Cc1ccc(CSc2ncccn2)cc1 | -24 | -12 | -18 | 1 | -18 | -0.9 | 1 | -19 | -7 | -5 | -10
O=C(NCc1ccccc1)C(c1ccc(Cl)cc1)N(C(=O)c1csnn1)C1CC1 (stereo unspecified) | -22 | -3 | -12 | 1 | 4 | 0.8 | -1 | 11 | 7 | 16 | 5
CCOC(=O)Cc1csc(N/N=C\c2cccc(Br)c2)n1 | -14 | -6 | -13 | -2 | -3 | 7.4 | 13 | 1 | -9 | 9 | -19
CC1(c2ccc(Cl)cc2Cl)NC(=O)N(CC(=O)Nc2cccnc2Cl)C1=O (stereo unspecified) | -14 | -4 | 2 | -11 | 22 | -4.0 | -4 | -26 | -21 | 6 | 5
CCc1nnc(NS(=O)(=O)c2ccc(N/C=C(\C=O)c3nc4cc(Cl)ccc4o3)cc2)s1 | -12 | 1 | 4 | 0 | 5 | -1.0 | 2 | -8 | -2 | 3 | 14
Cc1ccc(NCc2nnc(SCC(=O)Nc3cc(C)on3)n2C)cc1 | -72 | -16 | 6 | 8 | 4 | -1.1 | -2 | 13 | -3 | -1 | 5
C/C(=N/NC(=O)CN1CCN(Cc2ccccc2Cl)CC1)c1ccco1 | -4 | 1 | 2 | 5 | -1 | -3.3 | -8 | -77 | -4 | 13 | -10
CN(CC(=O)Nc1ccc(Cl)cc1)C(=O)CN1C(=O)C2CCCCC2C1=O (stereo unspecified) | -30 | 5 | -5 | 1 | 0 | -1.0 | 6 | -25 | -4 | 4 | 26
COc1ccc(C(C(=O)NC2CCCC2)N2CCc3ccccc32)cc1 (stereo unspecified) | -8 | 3 | -3 | -1 | -18 | -0.4 | -5 | -26 | -9 | 2 | 3
O=C(c1cc(C2CC2)on1)N1CCCC(N2CCN(c3ccc(F)cc3)CC2)C1 (stereo unspecified) | -64 | 3 | 1 | 6 | -7 | -2.0 | -9 | -18 | -4 | 7 | -4
O=C(CSCc1cccs1)N1CCCC1 | -63 | -10 | -18 | 5 | -65 | -1.1 | -1 | -21 | -13 | 4 | -54
COc1cc2c(cc1NC(=S)NC(=O)c1c(OC)cccc1OC)oc1ccccc12 | 4 | 6 | 11 | 1 | 7 | -2.0 | -1 | 3 | -5 | -1 | 2
C[C@H](NC(=O)c1nc[nH]c1C(=O)N1CCc2ccccc2C1)C(=O)OCc1ccccc1 | -2 | -6 | -10 | 6 | 7 | -0.1 | -4 | -6 | 2 | 24 | -24

Pulled by structure from above:
SMILES | NCOA1 inh | TLR9-MyD88 inh | NR2F2 inh | ABHD5 PLIN5 PPI | SRC3 inh | MC4R barr agon | NOD2-RIPK2 inh | SRC2 inh | LMP1 NFkB inh | MC4R antag cAMP | LRH-1 inv ag
O=C(COc1coc(CN2CCc3ccccc3C2)cc1=O)Nc1ccccc1F | 1 | -6 | 1 | 12 | -27 | 4.6 | -9 | 7 | -3 | 2 | 12
CC1(c2ccc(Cl)cc2Cl)NC(=O)N(CC(=O)Nc2cccnc2Cl)C1=O (stereo unspecified) | -14 | -4 | 2 | -11 | 22 | -4.0 | -4 | -26 | -21 | 6 | 5
CN(CC(=O)Nc1ccc(Cl)cc1)C(=O)CN1C(=O)C2CCCCC2C1=O (stereo unspecified) | -30 | 5 | -5 | 1 | 0 | -1.0 | 6 | -25 | -4 | 4 | 26

More entries.
SMILES | NCOA1 inh | TLR9-MyD88 inh | NR2F2 inh | ABHD5 PLIN5 PPI | SRC3 inh | MC4R barr agon | NOD2-RIPK2 inh | SRC2 inh | LMP1 NFkB inh | MC4R antag cAMP | LRH-1 inv ag
Cc1ccc(NC(=O)N2CCN(C(=O)C3CCCO3)CC2)cc1 (stereo unspecified) | -52 | -7 | 4 | 14 | 15 | 3.0 | 3 | -11 | . | 10 | 6
Cc1cccc(OCc2ccc(C(=O)N3CCOCC3)o2)c1 | -4 | -1 | 5 | -1 | 8 | 0.5 | -2 | -25 | -5 | 11 | -9
CC(C)C[C@@H](NC(=O)C1CCC(CNC(=O)[C@@H]2CCCN2C(=O)OC(C)(C)C)CC1)C(=O)O (stereo partly specified) | 5 | 6 | 15 | -2 | -4 | -0.9 | -16 | -19 | 3 | -5 | -2
CCC1=NN(C(=O)Cc2ccc([N+](=O)[O-])cc2)C(O)(C(C)(C)C)C1 (stereo unspecified) | 20 | 12 | -7 | 1 | -8 | -1.2 | -3 | 8 | 0 | 8 | -1
CC1(C)Cc2c(sc3nc(SCC(=O)NCc4ccco4)n(-c4ccccc4)c(=O)c23)CS1 | 4 | -6 | 4 | 30* | -5 | -0.4 | 4 | -9 | 6 | 2 | 57
CC(C)=N/N=C(\c1cccc([N+](=O)[O-])c1)C12CN3CN(CN(C3)C1)C2 | -7 | 7 | 14 | 0 | 9 | -3.2 | -16 | -19 | 0 | 2 | 6
COC(=O)c1cc(S(=O)(=O)NCc2ccc(Br)cc2)c[nH]1 | -6 | 1 | 6 | -4 | 5 | -1.1 | 1 | 14 | 3 | 3 | 12
COc1ccccc1C1CCN(c2ccc(CO)cc2[N+](=O)[O-])CC1 | -1 | -7 | -26 | -3 | 11 | 1.1 | 5 | 2 | -5 | 2 | 22
COc1ccccc1NC(=O)CN1CCN(c2ccccc2OC)CC1 | 14 | -8 | 13 | 11 | 15 | 0.8 | -10 | 10 | 3 | 12 | -15
C=C(CN(C)C)C(=O)c1ccc(OC2OC(COC(C)=O)C(OC(C)=O)C(OC(C)=O)C2OC(C)=O)cc1 (stereo unspecified) | -5 | 8 | 8 | 39* | 0 | -1.2 | 27* | 3 | -6 | -27 | 20
COc1ccc(C)cc1NC(=O)C(Sc1nnnn1C)c1ccccc1 (stereo unspecified) | -12 | -6 | 16 | -2 | 2 | -5.6 | 3 | -9 | 0 | 3 | 2
COC(C[C@H]1O[C@@H]1[C@@H](O)COCc1ccccc1)OC | 7 | 7 | 6 | 6 | 11 | -1.0 | 6 | 15 | -6 | 2 | -3
NC(=S)NN=Cc1nccc2c(C(F)(F)C(F)(F)C(F)(F)F)cccc12 | 92* | 1 | 28 | -10 | 93* | -1.0 | -14 | 47 | 82* | -2 | 97*
COc1ccccc1NC(=O)C1CCCN1S(=O)(=O)c1cccc2nsnc12 (stereo unspecified) | 3 | -15 | . | 4 | 0 | -1.6 | -13 | . | -1 | -2 | -11
CN(Cc1cccs1)C(=O)Cn1cnc2cc([N+](=O)[O-])ccc2c1=O | -10 | -7 | -13 | 1 | -5 | -3.5 | -3 | 3 | -6 | -2 | 18
NC(=O)CC(NC(=O)c1ccccc1)c1ccc(NC2CCCC2)c([N+](=O)[O-])c1 (stereo unspecified) | 5 | 3 | 18 | 2 | 28 | -2.6 | -15 | -24 | 5 | 3 | -15
Cn1nc(C(=O)Nc2ccc3c(c2)OCCO3)c2ccccc2c1=O | -17 | -18 | -24 | 5 | -12 | 0.0 | 4 | -11 | -3 | 4 | -10
CCS(=O)(=O)N1CCC(C(=O)Oc2ccc(C)c(C)c2)CC1 | 17 | -7 | -3 | -9 | -16 | -1.3 | 1 | -15 | 0 | 2 | 6
Cc1c(-n2cc(C(=O)O)c(=O)c3cc(F)c(N4CCCC4)c(F)c32)c(=O)n(-c2ccccc2)n1C | -7 | 0 | -20 | -6 | -11 | -2.5 | 0 | -13 | -8 | -1 | -2
NC(=O)CC(NC(=O)c1cccc(Br)c1)c1ccc(N2CCCCCC2)c([N+](=O)[O-])c1 (stereo unspecified) | 5 | 6 | -17 | 2 | -6 | -1.4 | 0 | 0 | 0 | 6 | 24
O=C(CCCn1c(=O)c2cccn2c2cccnc21)NCCc1ccc(Cl)cc1 | 11 | 5 | -20 | 5 | 3 | -1.7 | -6 | 15 | 9 | 0 | -39
CCOC(=O)C(=N/O)/C(C)=N/NC(=O)C(=O)Nc1cc(Cl)ccc1Cl | 0 | 5 | 7 | -6 | 11 | -2.7 | 2 | 8 | 11 | 3 | 1
CC(C)(C)OC(=O)N/N=C/c1cccc([N+](=O)[O-])c1 | -60 | -2 | -45 | 10 | -57 | -2.2 | -1 | -82 | -28 | -5 | -115
Cc1ccsc1/C=N/n1c(-c2ccco2)n[nH]c1=S | -6 | 2 | 14 | -10 | 0 | -0.7 | 4 | 5 | 3 | -2 | 3
Cc1c(Br)c([N+](=O)[O-])nn1CCCC(=O)Nc1c(C)n(C)n(-c2ccccc2)c1=O | -3 | 2 | 4 | 0 | -17 | -3.3 | 0 | 1 | -1 | 19 | 14
